rTrxR1 inhibitor = inhibitors of rat thioredoxin reductase 1; O89049; AID 588453; Potency, µM (highest dose often 114 µM), for inactives: at the top dose activity change, negative = inhibition, most hits filed as inhibitors; actives 1% (n = 390,000); recombinant rTrxR1, NADPH fluorescence consumption, selenite substrate; note: % is set by controls: 0 for no effect and ±100 for the full control effect; nearly all actives have a fitted effect of over 65% in size
Target sequence (O89049 whole entry, looked up): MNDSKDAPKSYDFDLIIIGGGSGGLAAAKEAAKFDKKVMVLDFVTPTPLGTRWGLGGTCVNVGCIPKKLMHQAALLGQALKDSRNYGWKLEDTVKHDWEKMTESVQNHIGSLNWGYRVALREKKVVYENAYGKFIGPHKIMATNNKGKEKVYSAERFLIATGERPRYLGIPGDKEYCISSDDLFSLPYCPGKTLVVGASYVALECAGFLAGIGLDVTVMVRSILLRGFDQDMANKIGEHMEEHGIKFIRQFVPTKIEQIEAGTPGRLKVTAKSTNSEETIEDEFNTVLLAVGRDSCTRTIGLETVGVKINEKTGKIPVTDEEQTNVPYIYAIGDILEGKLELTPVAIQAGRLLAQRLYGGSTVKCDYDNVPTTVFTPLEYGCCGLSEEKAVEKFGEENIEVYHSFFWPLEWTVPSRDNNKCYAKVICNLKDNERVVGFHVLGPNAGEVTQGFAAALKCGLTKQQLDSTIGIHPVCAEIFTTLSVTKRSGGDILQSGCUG
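Rat TrxR1 (90 nM in the dispensed reagent) was pre-reduced with 400 uM NADPH for 5 min at room temperature, then incubated with compound for 15 min. After 400 uM selenite was added, NADPH fluorescence (Ex 340/Em 450 nm) was followed for 8 min.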
RGS4 inh = inhibitors of human regulator of G protein signaling 4 | Transcreener GDP fluorescence polarization, RGS4-accelerated GTP hydrolysis | Potency, µM (doses to about 114 µM), without a hit: at the top dose activity change, negative = inhibition, most hits filed as inhibitors | actives 0.039% (n = 390,000) | AID 504845; note: % is set by controls: 0 for no effect and ±100 for the full control effect; nearly all actives have a fitted effect of over 75% in size; some results filed as inactive show a strong effect at the top dose
Target sequence (P49798 whole entry, looked up): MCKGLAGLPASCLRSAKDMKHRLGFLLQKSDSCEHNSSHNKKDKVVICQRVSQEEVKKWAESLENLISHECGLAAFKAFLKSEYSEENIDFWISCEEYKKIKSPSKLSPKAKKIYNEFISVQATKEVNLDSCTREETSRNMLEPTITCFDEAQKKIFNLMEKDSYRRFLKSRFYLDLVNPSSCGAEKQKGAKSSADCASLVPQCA
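MLSMR compounds (23 nl, pin-transferred) preincubated 10 min at room temperature with a 500nM (2x) first reagent, then RGS4 at 900nM (2x) plus Transcreener GDP mix added; fluorescence polarization (620/688 nm) read before and after 90 min at 30 °C.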
Vif-A3F inh = blocks the Vif interaction with APOBEC3F. HeLa A3F-eYFP + Vif (tagged APOBEC3F with the HIV-1 protein that degrades it), YFP fluorescence increase. Potency, µM (titrated, usually from 46.1 µM), inactives show top-dose activity, negative = active. actives 0.2% (n = 390,000). AID 602313; note: % of control where 0% means no effect; nearly all actives have a fitted effect of over 65% in size
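HeLa cells stably expressing Vif plus C-terminally eYFP-tagged A3F were seeded, incubated overnight at 37 deg C, dosed with compound, incubated overnight again at 37 deg C. Yellow fluorescence (Ex 488/Em 500-530) reported blocked Vif-mediated A3F-eYFP degradation.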
USP1-UAF1 inh = inhibitors of human USP1/UAF1 deubiquitinase; O94782; recombinant USP1/UAF1, Ub-Rhodamine cleavage fluorescence; Potency, µM (titrated, usually from 57.1 µM), for the others: top-dose activity change, negative = inhibition, hits mostly inhibitors; actives 0.23% (n = 390,000); AID 743255; note: % is set by controls: 0 for no effect and ±100 for the full control effect; nearly all actives have a fitted effect of over 60% in size; inactives centre near -12
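High-throughput fluorogenic screen: 1nM USP1/UAF1 complex, Ub-Rho substrate 150nM final, 50mM HEPES pH 7.8 with 0.5mM EDTA, 0.1 mg/ml BSA, 1mM TCEP and 0.01% Tween-20.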
12-LOX inh = inhibitors of human 12S-lipoxygenase ALOX12. purified 12hLO, xylenol orange hydroperoxide absorbance. P18054. actives 1.1% (n = 580,000). Potency, µM (doses to about 108 µM), for the others: top-dose activity change, negative = inhibition, actives largely listed as inhibitors; note: % is set by controls: 0 for no effect and ±100 for the full control effect
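Purified human 12hLO at 150 nM in 25 mM Hepes, 0.01% Triton X-100, pH 7.0, preincubated 15 min at room temperature with compound. Reaction started with 40 uM arachidonic acid, 30 min at room temperature. Hydroperoxide measured by Fe-xylenol orange, 573/405 nm absorbance ratio.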
TrxR1 substrate = substrates of rat thioredoxin reductase 1; O89049; purified TrxR1 substrate turnover, NADPH consumption readout; Potency, µM (top dose mostly 114 µM), for the others: at the top dose activity change, negative = substrate turnover; actives 0.01% (n = 390,000); AID 588456; note: % is set by controls: 0 for no effect and ±100 for the full control effect; nearly all actives have a fitted effect of over 50% in size
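Rat TrxR1, dispensed at 90 nM, was prereduced with 400 uM NADPH (final) for 5 min at ~22 deg C, then incubated with compound 15 min before 400 uM selenite. A first-read NADPH fluorescence drop versus no-compound background flagged substrates.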
Vif-A3G inh = Vif-A3G binding inhibition; Q9HC16; HeLa A3G-eYFP + Vif (tagged APOBEC3G with the HIV-1 protein that degrades it), YFP fluorescence, overnight; Potency, µM (highest dose often 46.1 µM), for the others: top-dose activity, negative = active, actives largely listed as inhibitors; actives 0.076% (n = 410,000);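 note: % is set by controls: 0 for no effect and ±100 for the full control effect; nearly all actives have a fitted effect of over 60% in size; hits raise eYFP signal because A3G escapes Vif-driven loss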
Target sequence (Q9HC16 whole entry, looked up): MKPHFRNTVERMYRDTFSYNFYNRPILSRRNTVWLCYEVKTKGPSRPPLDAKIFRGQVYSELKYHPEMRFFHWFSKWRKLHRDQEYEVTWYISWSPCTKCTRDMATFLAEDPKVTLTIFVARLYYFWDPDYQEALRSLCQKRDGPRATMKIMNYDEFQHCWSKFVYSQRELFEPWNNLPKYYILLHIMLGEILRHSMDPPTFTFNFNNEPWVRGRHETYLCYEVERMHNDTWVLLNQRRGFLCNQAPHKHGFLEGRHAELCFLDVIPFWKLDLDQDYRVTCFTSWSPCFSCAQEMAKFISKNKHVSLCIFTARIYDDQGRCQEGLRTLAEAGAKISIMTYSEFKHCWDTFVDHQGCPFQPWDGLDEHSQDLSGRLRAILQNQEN
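Read-out is eYFP fluorescence (Ex 488/Em 500-530) from Vif-expressing HeLa A3G-eYFP cells; more signal means A3G escaped Vif-mediated degradation. Cells plated overnight, compound pinned in, incubated overnight at 37 deg C.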
RXFP1 agonist = RXFP1 (human) receptor agonism; Q9HBX9; actives 0.3% (n = 370,000); Potency, µM (highest dose often 57.5 µM), for the others: at the top dose activation, hits mostly activators; AID 2676; HEK293T-RXFP1 cAMP TR-FRET, 30 min; response scale: percent of porcine relaxin response, buffer zero; note: % is set by controls: 0 for no effect and ±100 for the full control effect; nearly all actives have a fitted effect of over 60% in size; many of its hits are not listed in these tables
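Agonist response is measured as cAMP accumulation in an RXFP1-transfected HEK293T line under PDE4 inhibition. Values are scaled between buffer-only and 29 nM porcine relaxin, and EC50s come from standard Hill equation fits.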
mIDH1 inhibitor = human IDH1 R132H inhibition; IDH1-R132H enzyme, NADPH consumption, diaphorase/resazurin fluorescence; Potency, µM (doses to about 76.6 µM), for inactives: top-dose activity change, negative = inhibition, hits mostly inhibitors; actives 0.093% (n = 390,000); AID 602179; note: % is set by controls: 0 for no effect and ±100 for the full control effect; nearly all actives have a fitted effect of over 65% in size
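IDH1-R132H (0.5 ug/mL dispensed) in pH 7.5 Tris buffer was preincubated 30 min with compound, then given a substrate mix of 0.016 mM NADPH and 2 mM alpha-KG for 80 min at room temperature; remaining NADPH was read by diaphorase/resazurin fluorescence.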
Active calls of the source: *; ? = inconclusive; nt = not tested or not shown; & = joins results of further samples; [ ] = dose if it differs, or a comment. Calls come from the whole dose curve; as a rule, active = well fitted curve in the direction sought with a large enough effect; inconclusive = small, poorly fitted or top-dose-only effect, or another doubt; inactive = no such curve, though single readings can be large; an effect the other way counts as inactive or inconclusive. Potency is the fitted concentration of half-maximal effect. Some of the compounds tested; rates above refer to the full screens.

Order of values – USP1-UAF1 inh, Vif-A3G inh, mIDH1 inhibitor, rTrxR1 inhibitor, Vif-A3F inh, RXFP1 agonist, TrxR1 substrate, RGS4 inh, 12-LOX inh
- COc1ccc(CN2CC(C(=O)N3CCOCC3)CC2=O)cc1 (stereo not drawn)
    -10%, 1%, -3%, 1%, 1%, 0.2%, -2%, -22%, -5%
- CCCCCCOc1ccc(/C=N/NC(=O)C2CC2)cc1
    -27%, -2%, -1%, 23%, -10%, 1.7%, 6%, 11%, 2%
- Cc1ccc(S(=O)(=O)Oc2cccc(/C=N/n3cnnc3)c2)cc1
    -5%, -13%, 15%, 6%, -1%, -0.4%, 0%, 8%, -16%
- CC(=O)Nc1ccc(Br)c2ccccc12
    -7%, -15%, -5%, -20%, 6%, 28µM*, -15%, -8%, -6%
- NC(=O)C1CCN(c2ccc(C(F)(F)F)cn2)CC1
    -14%, 0%, 3%, -15%[57.1 µM], 3%, -1.0%, -2%[57.1 µM], -24%, -15%
- CCc1nc2sc3c(c2c(=O)n1CCO)CCC3
    -12%, 3%, -1%, 14%, ?, 3.6%, -2%, 0%, -1%
- Cc1ccc(-c2cc(-c3ccccc3)[nH]c(=S)c2C#N)cc1
    -4%, -5%, -8%, -8%[57.1 µM], 0%, 12%, 3%[57.1 µM], -48%, 0%
- COc1ccc(CCNC(=O)COc2coc(CN3c4ccccc4CC3C)cc2=O)cc1OC (stereo not drawn)
    -18%, 1%, -4%, 11%, -6%, -0.1%, 2%, -4%, 4%
- Cc1ccc(-c2noc(CN(C3CCCCC3)S(=O)(=O)c3ccc(C)cc3)n2)cc1
    -10%, 6%, -11%, 31%, -3%, 1.6%, -1%, 15%, -12%
- COc1ccccc1N1CCN(C(=O)CSc2ccccc2)CC1
    -3%, 0%, 4%, 17%[57.1 µM], -15%, -0.2%, -11%, 20%, ?
- C=CCN(c1ccc(C(N)=O)cc1)S(C)(=O)=O
    -9%, 1%, 5%, -7%, -4%, 0.3%, -11%, 5%, -3%
- CCOn1c(=O)c(-c2ccc(Cl)cc2)[n+]([O-])c2ccccc21
    -10%, 1%, 7%, -11%, 3%, -3.2%, -7%, -91%[56.9 µM], -10%
- C/C(=N\NC(=O)C1(C)CC1(Br)Br)c1cccc(NC(=O)C2CCC2)c1 (stereo not drawn)
    -2%, -5%, 5%, 13%, -13%, 0.7%, -3%, 18%, 15%
- COc1ccc(CN2CCN(CCSc3ccc(C)cc3)CC2)c(OC)c1OC
    -19%, 7%, -5%, 35%, 3%, -2.3%, 6%, 8%, ?
- CC1CC(C)CN(C(=O)COC(=O)CN2C(=O)c3ccccc3C2=O)C1 (stereo not drawn)
    -26%, 0%, -7%, -8%, -3%, nt, -6%, -17%, 24%
- CN(C)S(=O)(=O)c1cc(NC(=O)Cn2ccsc2=N)ccc1Cl
    -15%, -2%, -3%, 16%[57.1 µM], 1%, -1.2%, 0%[57.1 µM], -8%, -15%
- COc1ccc(CCNC(=O)C(=O)NCC2CCCN2S(=O)(=O)c2ccc(OC)cc2)cc1 (stereo not drawn)
    -24%, -6%, -6%, -9%, -5%, 0.9%, -13%, 11%, 0%
- Cc1ccccc1Nc1c(-c2ccccc2)nc2cccc(C)n12
    -9%, 1%, 4%, 27%&6%, -6%, 6.2%, 24%&17%, 22%&7%, -7%
- CN1CCN(C(=O)C[C@@H]2C[C@H]3c4cc(NC(=O)c5cccnc5)ccc4O[C@H]3[C@H](CO)O2)CC1
    -22%, 0%, -3%, nt, 1%, nt, nt, nt, 21%
- CCn1c(SC(C)C(=O)Nc2nccs2)nnc1-c1ccncc1 (stereo not drawn)
    3%, 3%, 7%, -15%, 2%, 0.9%, -14%, 13%, -3%
- CCCCN(CC)CCCNC(=O)c1cn(CC(C)C)c(=O)c2c1c1ccccc1n2C
    -10%&-13%, 0%&1%, -15%&-6%, -8%&-8%, 3%&-6%, 5.4%&3.0%, 32%&43%[activator], -12%&10%, ?
- CCCC1(C(=O)O)NC(c2ccccc2O)C2C(=O)N(c3cccc(Cl)c3)C(=O)C21 (stereo not drawn)
    -20%, -6%, 10%, 8%, -5%, 0.1%, 4%, 3%, 12%
- Fc1ccccc1-n1ncc2c1ncn1nc(COc3ccc(Cl)cc3)nc21
    4%, nt, nt, 19%, nt, 5.0%, 5%, -1%, -21%
- Cc1ccc(-c2csc3nnc(SCC(=O)N4CCN(Cc5ccccc5)CC4)n23)cc1
    -11%, -5%, 14%, -15%, -2%, 0.4%, -6%, -21%, 5%
- CC(=O)Nc1sc2c(c1CN1CCCC1)CCCC2
    -22%, -2%, -1%, 8%, -8%, 2.2%, 5%, 13%, 22%
- Cc1nc(CC(=O)N2CCN(S(=O)(=O)c3ccccc3C#N)CC2)cs1
    -3%, -4%, 0%, 22%[57.1 µM], 4%, 1.1%, 8%[57.1 µM], 27%, -12%
- CN(C(=O)c1cccc(NC(=O)Cc2ccc(NC(=O)C3CCCN(C(=O)CCc4ccccc4)C3)cc2)c1)C1CCC1 (stereo not drawn)
    -15%, 0%, -2%[38.3 µM], 9%, 6%, nt, -1%, 2%, ?
- COCCCN(C(=S)Nc1ccc(OC)cc1)C(C)c1ccncc1 (stereo not drawn)
    -1%, -6%, 6%, 3%, -8%, 1.1%, 0%, 0%, 9%
- CCc1ccccc1NC(=O)Cn1c(=O)n(CCCS(=O)(=O)C2CCCCC2)c(=O)c2ccccc21
    0%, 1%, 3%, -4%, 0%, -2.4%, -3%, 21%, -12%
- COc1ccc(C(=O)NCCN(C)C)c2nc3ccccc3cc12
    -18%, -25%, 23%, 0%[11.4 µM], 8%, nt, 2%[11.4 µM], -12%, ?
- CC(Sc1nc(C(F)(F)F)nc2ccccc12)C(=O)NC1CCCC1 (stereo not drawn)
    -7%, -1%, 0%, 7%, 1%, 9.4%, -3%, -25%, -2%
- Cc1ccc(Cl)cc1NS(=O)(=O)c1ccc(N2CCCCS2(=O)=O)cc1
    -24%, 7%, 10%, 9%[57.1 µM], 13%, -1.5%, 3%[57.1 µM], -4%, -23%
- COc1ccccc1N1CCN(C(=O)c2ccc3c(=O)n4c(nc3c2)CCCCC4)CC1
    -21%, 0%, 2%, 5%, 1%, -1.0%, 0%, -13%, 0%
- O[C@H]1C[C@H](c2ccccc2)N(Cc2cccs2)C[C@@H]1n1cc(-c2ccc(F)cc2)nn1
    -25%, 0%, 10%, nt, 3%, nt, nt, nt, 35µM*
- Cc1ccc(NC(=O)Cn2ncn3c(cc4ccccc43)c2=O)c(C)c1
    -9%&-30%, -2%&-3%, -23%&-6%, 8%&5%, 3%&1%, 1.7%&0.4%, -2%&5%, 25%&31%, 16%&-15%
- O=C(c1ccc(F)cc1)N1CCCCC(Sc2nnc3ccccn23)C1=O (stereo not drawn)
    -14%, -7%, -3%, 21%, -5%, 0.1%, 12%, 0%, 18%
- COc1ccc(Cn2cnc3c4cc(F)ccc4n(C)c3c2=O)cc1
    -6%, -1%, -1%, 2%[57.1 µM], 0%, 7.7%, 5%[57.1 µM], 6%, 0%
- COCCNC(=O)C(=O)NCC1OCCN1S(=O)(=O)c1ccc2c(c1)OCCO2 (stereo not drawn)
    -22%, -10%, -2%, 20%, 3%, -2.2%, 2%, 0%, -2%
- CCn1c(NC)cc(=O)n(C)c1=O
    -2%, 0%, 2%, -11%, 0%, -1.1%, -2%, -45%, 57%[activator]
- C[C@@H](NC(=O)c1ncn2c1c(=O)[nH]c1cccnc12)c1ccccc1
    -24%, -6%, 13%, nt, -1%, nt, nt, nt, -42%
- Cc1ccc(/C=N/N=C2/NC(=O)C(CC(=O)Nc3ccc(Cl)cc3)S2)o1 (stereo not drawn)
    -13%, 1%, 1%, 12%, -9%, 1.8%, 2%, -17%, 10%
- N#CCCCSc1ncccc1-c1nc2ccccc2[nH]1
    -12%, 0%, 3%, 10%, -15%, -0.7%, 4%, -10%, -13%
- Cc1cccc(C(=O)n2nc(-c3cccnc3)nc2NCc2ccc(F)cc2)c1
    -8%, -1%, ?, 10%, -18%, 0.5%, -5%, 19%, -17%
- Cc1cc(-c2ccc(C(C)C)c(S(=O)(=O)N3CCC(C)CC3)c2)on1
    -4%, 3%, -2%, 8%, -5%, -0.2%, -6%, 13%, 2%
- Brc1ccccc1-n1nnc(-c2cnc3ccccc3c2)n1
    -30%, 1%, 1%[38.3 µM], 16%, -4%, nt, 2%, 7%, 1%
- CN1CCN(S(=O)(=O)c2cccc(S(=O)(=O)c3ccc(Cl)cc3)c2)CC1
    -1%, 4%, 4%, 22%, 0%, 0.5%, 13%[57.1 µM], 6%, -22%
- CCNc1nc(NC(C)C)nc(SCCOc2ccc(C)cc2)n1
    -12%, 0%, 8%, 22%[57.1 µM], 1%, -3.7%, -14%, -28%, ?
- CC(C)(C)OC(=O)N1CCN(C(=O)Cn2cc(CCO)nn2)CC1
    17%, 0%, -3%, 7%, 6%, 0.2%, -6%, 9%, 11%
- CCn1c(SCC(=O)c2ccc(F)cc2)nnc1-c1ccoc1C
    -20%, 2%, -1%, ?, 4%, 0.2%, 0%, -31%, 6%

Assay outcomes deposited in PubChem BioAssay by National Center for Advancing Translational Sciences (NCATS).
